LMNA splice mod: changes lamin A minigene splicing in HeLa cells. AID 1487. 200,000 tested, 0.01% active. Potency, µM (doses to about 46.1 µM), inactives show at the highest dose ratio change, negative = inhibition, actives largely listed as inhibitors. HeLa LMNA splicing GFP/RFP minigene ratio, 48 h; active = well fitted inhibition curve with a large enough effect in the signal ratio, with a control signal flat, not every such curve was filed as active; inconclusive = small, poorly fitted or top-dose-only effect, or effect the other way, or a change in a side signal; the % refers to the signal ratio; note: % is set by controls: 0 for no effect and ±100 for the full control effect
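S3 HeLa cells stably expressing lamin A-EGFP splicing minigene plus DsRed2, 600 cells/well, 48 h compound exposure at 37C. Laser-scanning cytometry; analysed as GFP (500-530 nm)/RFP (575-640 nm) total intensity ratio; 0.5% DMSO vehicle.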
Epigenetic reg: epigenetic control regulation, reporter derepression. murine LDR cells, GFP reporter derepression, 30 h. Potency, µM (titrated, usually from 53.9 µM), inactives show at the highest dose GFP activation, usual class: activators. 280,000 tested, 0.2% active. AID 1865; active = well fitted activation curve with a large enough effect; inconclusive = small, poorly fitted or top-dose-only effect; note: % of control where 0% means no effect; nearly all actives have a fitted effect of over 60% in size
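Readout is the number of GFP-expressing murine LDR cells, counted by cytometry following washing. Cells were treated with compound for 30 h at 37 C; the stably integrated CMV-GFP locus is normally silent.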
The depositor's hits bear a star; ? = inconclusive; [ ] = dose if it differs, or a comment. Potency is the fitted concentration of half-maximal effect.

SMILES	LMNA splice mod	Epigenetic reg
O=S(=O)(Nc1cccc(-c2ccc(N3CCCC3)nn2)c1)c1cc(F)ccc1F	?	-1.7%
CCOc1ccc(-c2nnc(SCC(=O)NCCc3ccccc3)nc2-c2ccc(OCC)cc2)cc1	-11%[46 µM]	1.6%
NS(=O)(=O)c1ccc(CCNC(=O)c2ccc3nc(CCc4ccccc4)oc3c2)cc1	-9%[46 µM]	3.4%
COc1ccc(-c2cn3nc(N4CCC(C(=O)Nc5cccc(Cl)c5)CC4)sc3n2)cc1	9%[46 µM]	-0.2%
CC(C)Cc1nn2c(=O)cc(COC(=O)c3ccccc3NC(=O)c3ccccc3)nc2s1	-1%[46 µM]	-1.1%
CN(C)CCCN(C(=O)c1cccs1)c1nc2ccc(F)cc2s1	2%[46 µM]	0.0%
COc1ccc(-c2cnc(C)o2)cc1S(=O)(=O)Nc1ccc(C)c(F)c1	?	1.6%
CCOc1cc(CNC(=O)CSc2n[nH]c(-c3ccccc3)n2)cc(OCC)c1OCC	8%[46 µM]	1.3%
COc1cccc(NC(=O)Cc2csc(COc3cccc(C)c3)n2)c1	1%[46 µM]	-3.2%
CCc1cccc(NC(=O)c2c(C)oc3ncnc(N4CCCCC4)c23)c1	-10%[46 µM]	2.5%
COc1cccc(NCc2nnc3n2CCCCC3)c1	9%[46 µM]	0.3%
CC(=O)c1ccc(N2CCN(C(=O)c3cc4cc5cc(C)ccc5nc4s3)CC2)cc1	2%[46 µM]	3.4%
COc1ccc(OCc2ccc(-c3nc(C#N)c(NCc4ccccc4)o3)o2)cc1	?	1.1%
CCOc1ccccc1CNC(=O)CCn1cccn1	?	2.3%
CC1CCCN(C(=O)Cn2c(=O)n(CC3CCC(C(=O)NC(C)C)CC3)c(=O)c3sccc32)C1 (stereo unspecified)	?	0.0%
Cc1ccc(C(=O)Nc2ccc3c(c2)N(C)C(=O)c2ccccc2S3)cc1F	-8%[46 µM]	-0.5%
Oc1c(C(c2ccccc2F)N2CCC3(CC2)OCCO3)sc2nc(-c3ccco3)nn12 (stereo unspecified)	34%[46 µM]	-0.2%
COc1ccc(C2=C(C)C(=O)N(Cc3ccc(C(=O)NC(C)c4ccccc4)cc3)S2(=O)=O)cc1 (stereo unspecified)	-10%[46 µM]	2.3%
COc1ccc(C)cc1NC(=O)NCCn1nnc2cc(S(=O)(=O)N(C)C)ccc21	10%[46 µM]	-3.6%
Cc1cccc(OCC(=O)Nc2ccc(Cl)c(-c3nc4ccccc4[nH]3)c2)c1	?	-0.8%
CCN(CC)C(=O)CSc1nc2cc3c(cc2c(=O)n1Cc1ccc(C(=O)NCCc2ccc(OC)c(OC)c2)cc1)OCO3	-24%[46 µM]	0.0%
COc1ccccc1CNC(=O)c1ccc(N2CCCC2)c(NC(=O)NCCC(C)C)c1	?	2.0%
Cc1ccc(-n2c(SCC(=O)c3ccccc3)nc3c([nH]c4ccccc43)c2=O)cc1	11%[46 µM]	2.5%
CSc1ncc(C(=O)Nc2ccc(C(C)=O)cc2)c(-c2ccccc2)n1	6%[46 µM]	-1.2%
O=C1CC(=O)Nc2cc(S(=O)(=O)N3CCOc4ccc(Cl)cc43)ccc2N1	2%[46 µM]	-0.2%
SMILES	LMNA splice mod	Epigenetic reg
Cc1oc(-c2ccccc2)nc1Cn1c(SCc2cccc(C(F)(F)F)c2)nc2cccnc21	-23%[46 µM]	0.0%
COc1ccc(S(=O)(=O)N(CC(=O)NCc2ccccc2OC)c2ccc(C)cc2)cc1	-11%[46 µM]	-1.1%
COc1cccc(Nc2sc(C(=O)c3ccc(Cl)cc3)c(N)c2C(=O)NCc2ccc(C)cc2)c1	?	-0.5%
O=C(NCC(c1ccc2c(c1)OCO2)N1CCOCC1)c1ccccc1F (stereo unspecified)	4%[46 µM]	-0.3%
CCc1ccc(NC(=O)CSc2nc3n[nH]c(C)c3c(=N)n2-c2ccc(C)cc2)cc1	?	-1.1%
Cc1ccc(-c2nc3sc(CCNC(=O)c4ccc(Br)o4)c(C)n3n2)cc1	?	0.5%
O=C(Cc1ccc(-c2ccccc2)cc1)NCCS(=O)(=O)N1CCN(c2ccccc2F)CC1	?	-0.9%
COc1ccc(NC(=O)c2nc(-c3ccc(C)cc3)n3c2CCCCC3)c(OC)c1	-7%[46 µM]	0.8%
O=C(c1ccccc1)N1CCc2cc(CNS(=O)(=O)c3ccc(Cl)s3)ccc21	?	1.4%
COc1ccc(-c2cnc(C)o2)cc1S(=O)(=O)Nc1cccc(C(F)(F)F)c1	-14%[46 µM]	0.7%
O=C(NCCc1ccccc1)c1ccc(Cn2c(SCc3ccccc3F)nc3cccnc32)cc1	?	-1.2%
COc1cc(CN2CCc3nc(N4CCN(c5ccccc5F)CC4)ncc3C2)ccc1OC(C)C	-1%[46 µM]	-3.3%
Cc1ccc(C)c(NC(=O)C2CCCN(S(=O)(=O)c3cn(C)cn3)C2)c1 (stereo unspecified)	4%[46 µM]	1.4%
COc1ccc(CCNC(=O)c2cc3c(=O)n4cccc(C)c4nc3n2C)cc1	13%[46 µM]	0.0%
O=C(COc1ccc(F)cc1)Nc1ccccc1C(=O)OCc1cc(=O)n2ccsc2n1	1%[46 µM]	-3.7%
O=C(NCC1CCN(Cc2ccc(F)cc2)CC1)c1cc2ccc3cccnc3c2[nH]1	?	-1.3%
COc1ccc(N2CC(NC(=O)c3ccc4c(c3)OCO4)CC2=O)cc1 (stereo unspecified)	17%[46 µM]	0.0%
Cc1cc(C)cc(NC(=O)CN2C(=O)c3ccccc3Sc3ccc(C(=O)N4CCCC4)cc32)c1	?	-0.2%
CC(C)(C)OC(=O)N1CCC(c2c(C(=O)Nc3ccc4c(c3)OCCO4)cnn2-c2ccc(F)cc2)CC1	?	-0.4%
CCc1ccccc1NC(=O)CN1C(=O)c2cccnc2Sc2ccccc21	-6%[46 µM]	2.1%
COc1ccc(Nc2cc(C)c3cc(NC(=O)COc4cccc(C)c4)ccc3n2)cc1	?	-0.2%
O=C(NCC(c1cccs1)S(=O)(=O)c1ccccc1)c1ccc(C(F)(F)F)cc1 (stereo unspecified)	7%[46 µM]	1.4%
Cc1ccc(NC(=O)CN2CCN(c3ccccc3F)CC2)cc1F	4%[46 µM]	-5.3%
CN(C)c1ncc(C(=O)NCc2ccc(Cl)cc2)cn1	4%[46 µM]	-1.9%
COc1ccc(-c2nn(CC(=O)Nc3ccccc3F)c3c2cnc2ccc(F)cc23)cc1	?	0.0%

4 of the compounds above, with each value named.
Structure: Cc1cc(C)cc(NC(=O)CN2C(=O)c3ccccc3Sc3ccc(C(=O)N4CCCC4)cc32)c1
  LMNA splice mod: ?
  Epigenetic reg: -0.2%
Structure: CC(C)(C)OC(=O)N1CCC(c2c(C(=O)Nc3ccc4c(c3)OCCO4)cnn2-c2ccc(F)cc2)CC1
  LMNA splice mod: ?
  Epigenetic reg: -0.4%
Structure: CCc1ccccc1NC(=O)CN1C(=O)c2cccnc2Sc2ccccc21
  LMNA splice mod: -6%[46 µM]
  Epigenetic reg: 2.1%
Structure: COc1ccc(Nc2cc(C)c3cc(NC(=O)COc4cccc(C)c4)ccc3n2)cc1
  LMNA splice mod: ?
  Epigenetic reg: -0.2%

Of the compounds above, these have two or more sulfur atoms.
SMILES	LMNA splice mod	Epigenetic reg
CN(C)CCCN(C(=O)c1cccs1)c1nc2ccc(F)cc2s1	2%[46 µM]	0.0%
O=C(c1ccccc1)N1CCc2cc(CNS(=O)(=O)c3ccc(Cl)s3)ccc21	?	1.4%
O=C(NCC(c1cccs1)S(=O)(=O)c1ccccc1)c1ccc(C(F)(F)F)cc1 (stereo unspecified)	7%[46 µM]	1.4%

The listing continues:
SMILES	LMNA splice mod	Epigenetic reg
CCCCC(=O)OCc1cc(=O)n2nc(C3CC3)sc2n1	14%[46 µM]	-1.6%
CN(C(=O)CSc1nc2ccc(NC(=O)COc3ccccc3)cc2s1)c1ccccc1	18%[46 µM]	-1.6%
O=C(Nc1cccc(C(=O)OCc2cc(=O)n3c4c(sc3n2)CCCC4)c1)c1cccc(Cl)c1	?	-4.1%
Cc1nn(S(=O)(=O)c2ccc(C(C)C)cc2)c(C)c1S(=O)(=O)N1CCCCCC1	7%[46 µM]	0.0%
O=C(Cn1c(=O)nc(-c2ccccc2)c2cc(Cl)ccc21)N1CCN(c2ccc(F)cc2)CC1	0%[46 µM]	2.4%
O=C1Cc2cc(S(=O)(=O)Nc3cccc(C(F)(F)F)c3)cc3c2N1CCC3	19%[46 µM]	6.3%
CCc1ccc(OCC(=O)NCC(c2ccc(OC)cc2)N2CCOCC2)cc1 (stereo unspecified)	11%[46 µM]	0.0%
Cc1ccc(NC(=O)C(=O)NCC(c2cccnc2)N2CCN(Cc3ccccc3)CC2)cc1F (stereo unspecified)	1%[46 µM]	2.2%
Cc1c(Cl)cccc1NC(=O)Cn1c(=O)cc(C)c2c(C)nn(-c3cccc(F)c3)c21	?	9.9%
COC(=O)c1ccc(OCC2c3cc(OC)c(OC)cc3CCN2C(=O)COc2ccc(Cl)cc2)cc1 (stereo unspecified)	?	1.5%
COc1ccc(-c2cnn3c(C)cc(C)nc23)cc1OC	-3%[46 µM]	-1.1%
Cc1cccc(NC(=O)CSc2nc(=O)n(Cc3ccco3)c3c2CCC3)c1C	?	-0.1%
CCC1CN(C(=O)Nc2cc(OC)cc(OC)c2)c2ccccc2S1 (stereo unspecified)	-16%[46 µM]	0.0%
Cc1nc(N2CCCC2)ncc1C(=O)N1CCN(c2ccccc2F)CC1	15%[46 µM]	-4.1%
Cc1ccc(S(=O)(=O)Nc2ccc3nc(-c4ccc(F)cc4)oc3c2)cc1	?	2.7%
COCCNC(=O)Cn1cc(S(=O)(=O)Cc2ccccc2Cl)c2ccccc21	13%[46 µM]	-1.2%
Cc1ccc(NC(=O)CN2CCSc3ccc(S(=O)(=O)N4CCCC4)cc32)cc1C	-2%[46 µM]	3.4%
Cc1ccc(NC(=O)N2CCN(c3nnc(C)c4c(C)n(-c5ccccc5)nc34)CC2)cc1Cl	?	0.8%
O=C(NC1CCCC1)c1ccc2c(=O)n(Cc3ccccc3)c(SCc3ccccc3)nc2c1	?	2.8%
Cc1ccc(Cl)cc1N1CCN(S(=O)(=O)c2ccc3c(c2)C(C(C)C)C(=O)N3)CC1 (stereo unspecified)	?	-1.3%
Cc1ccc(-c2nc(C)c(CCNC(=O)C(=O)Nc3ccc4c(c3)OCCO4)s2)cc1	16%[46 µM]	4.2%
Cc1csc2nc(COC(=O)COc3ccccc3F)cc(=O)n12	-9%[46 µM]	0.8%
CCOC(=O)c1noc2nc(C)n(Cc3ccc([N+](=O)[O-])cc3)c(=O)c12	?	-1.1%
CCN(CC)CCNC(=O)c1c(C)oc2ncn(C)c(=O)c12	13%[46 µM]	-1.3%
CC(Nc1ncnc2c1cnn2-c1cccc(Cl)c1)c1ccccc1 (stereo unspecified)	?	0.4%

Two neighbouring records from above, quoted:
SMILES	LMNA splice mod	Epigenetic reg
CCN(CC)CCNC(=O)c1c(C)oc2ncn(C)c(=O)c12	13%[46 µM]	-1.3%
CC(Nc1ncnc2c1cnn2-c1cccc(Cl)c1)c1ccccc1 (stereo unspecified)	?	0.4%

More records:
SMILES	LMNA splice mod	Epigenetic reg
CCN1CCN(Cc2nc3cc(NC(=O)c4cc(OC)c(OC)c(OC)c4)ccc3n2CC)CC1	-14%[46 µM]	-3.2%
CCOC(=O)c1noc2nc(C)n(CC(=O)Nc3ccc(Br)cc3C)c(=O)c12	8%[46 µM]	-0.6%
CC(C)CN(CCCNC(=O)CN1N=C(c2ccccc2)CCC1=O)CC(C)C	-1%[46 µM]	3.5%
Cc1ccc(C(=O)N(Cc2ccco2)c2ccccn2)cc1	20%[46 µM]	-3.2%
COc1cccc(-c2cc(C(=O)Nc3cc(OC)c(OC)c(OC)c3)on2)c1	8%[46 µM]	0.0%
COc1ccc(C(=O)N2CCC(c3nc4ccccc4o3)CC2)cc1	?	0.0%
CCc1ccc(C2=C(C)C(N3CCC(C(=O)NCc4ccccc4)CC3)=NS2(=O)=O)cc1	6%[46 µM]	1.5%
COc1ccc(OC)c(NC(=O)Cn2c(=O)cc(-c3ccccc3)c3c(C)nn(C)c32)c1	15%[46 µM]	0.8%
COc1ccc(OC)c2sc(N(CCCN(C)C)C(=O)c3ccco3)nc12	7%[46 µM]	-1.2%
Cc1cccc(Cn2c(CN3CCC(C(=O)NCc4ccccc4Cl)CC3)cc3ccccc32)c1	1%[46 µM]	-1.3%
Cc1cc2c(cc1S(=O)(=O)N1CCC(C(N)=O)CC1)OCC(=O)N2	-3%[46 µM]	1.0%
Cn1cnnc1SCC(=O)Nc1cc(C(=O)O)cc(C(=O)O)c1	?	0.0%
Cc1cc(C)cc(NC(=O)C(=O)NCC(c2ccc3c(c2)OCO3)N2CCN(C)CC2)c1 (stereo unspecified)	?	0.0%
Cc1ccc(OCc2ccc(-c3nc(C#N)c(N4CCC(C)CC4)o3)o2)cc1	?	-0.8%
CCc1ccc(S(=O)(=O)c2cn(C)c3cc(N4CCOCC4)c(F)cc3c2=O)cc1	?	-0.4%
COc1cccc(NC(=O)c2ccc3nc(Cc4ccccc4)oc3c2)c1	?	-0.9%
CCOc1ccc(CNC(=O)c2ccc3oc(=O)n(Cc4ccccc4)c3c2)cc1	13%[46 µM]	-1.4%
Cc1ccc(CNC(=O)c2cc3cc(C)ccc3n2C)cc1	?	-1.6%

High-throughput results as filed in PubChem.

A portion of the library, so the mix of outcomes need not match the whole.
